Source: PubChem BioAssay
UPR XBP1 act – activators of adaptive XBP1 UPR arm, primary screen, cell-based, CHO-XBP1 luciferase reporter, luminescence, uHTS; actives 0.33% (n = 330,000); IRE1-XBP1 UPR activation; percent of tunicamycin response, DMSO as zero; activation, % at 20 µM;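 active means versus positive control, 20 µM dose yields 30% or more activation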;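 further: 100% = tunicamycin at 10 µg/mL and 0% = DMSO only wells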
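Material: CHO-XBP1 cells stably carrying IRE1-XBP1-driven luciferase reporter / Amount: 1000 cells per well / Compound: 20 µM, 1% DMSO / Times: 6 h treatment, 37 °C / Detection: luciferase luminescence / Measure: % activation of reporter signal versus tunicamycin and DMSO controls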
Jurkat NFkB inh – inhibitors of induced NF-kB luciferase reporter, primary screen, TCR NF-kB activation inhibitor project, cell-based, luminescence, uHTS. Jurkat, PMA/ionomycin-induced NF-kB luciferase reporter. inhibition, % at 4 µM. actives 0.53% (n = 330,000). AID 435003, 2010; in the data active means inhibition above about 50%
APJ agonist – agonists of human apelin receptor APJ, primary screen, CHO-K1 cells, PathHunter beta-arrestin, luminescence | P35414 | 0% DMSO wells, 100% apelin | activation, % at 20 µM | actives 0.11% (n = 330,000);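 active means activation more than six SD over the plate average, tested at 20 µM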;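 further: 0% = DMSO alone and 100% = apelin-13 at 10 nM; some results filed as inactive read as strong as hits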
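Assay system – PathHunter CHO-K1 APJ (AGTRL-1) beta-arrestin reporter cells · Compound – one dose, 20 µM compound, 1% DMSO · Timing – compound 90 min 25 °C, reagent 1 h · Measured by – luminescence from split beta-galactosidase complementation, Galacton Star/Emerald II substrate · Measure – beta-arrestin recruitment to APJ as agonist activity, luminescent signal · Benchmarks – DMSO vs Apelin-13 10 nM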
APJ antagonist – antagonists of human apelin receptor APJ, primary screen, CHO-K1 cells, beta-arrestin complementation, luminescence; P35414; inhibition, % at 20 µM; actives 0.32% (n = 330,000);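 active means inhibition above about 40% at 20 µM, limit read from the data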;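 further: cells challenged with 10 nM apelin-13 agonist together with compound; plate controls were apelin-13 plus DMSO wells for no effect and DMSO wells lacking apelin-13 for full effect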
697 NFkB inh – inhibitors of PMA/ionomycin-induced NF-kB reporter, 697 cells, primary screen, B-cell NF-kB inhibitor project, cell-based, luminescence, uHTS; 697 B-cell NF-kB luciferase reporter, 16 h; inhibition, % at 4 µM; actives 0.33% (n = 330,000); in the data active means inhibition above about 35%
Mdm2-MdmX inh – inhibitors of human Mdm2-MdmX association, primary screen, cell-based, luminescence, split luciferase, SaOS-2, uHTS. actives 3% (n = 330,000). inhibition, % at 8 µM. AID 485346, 2010. SaOS-2 split-luciferase Mdm2/MdmX complementation;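 active means inhibition of at least 50% at 8 µM in the primary screen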
Target sequence (O15151 whole entry, looked up): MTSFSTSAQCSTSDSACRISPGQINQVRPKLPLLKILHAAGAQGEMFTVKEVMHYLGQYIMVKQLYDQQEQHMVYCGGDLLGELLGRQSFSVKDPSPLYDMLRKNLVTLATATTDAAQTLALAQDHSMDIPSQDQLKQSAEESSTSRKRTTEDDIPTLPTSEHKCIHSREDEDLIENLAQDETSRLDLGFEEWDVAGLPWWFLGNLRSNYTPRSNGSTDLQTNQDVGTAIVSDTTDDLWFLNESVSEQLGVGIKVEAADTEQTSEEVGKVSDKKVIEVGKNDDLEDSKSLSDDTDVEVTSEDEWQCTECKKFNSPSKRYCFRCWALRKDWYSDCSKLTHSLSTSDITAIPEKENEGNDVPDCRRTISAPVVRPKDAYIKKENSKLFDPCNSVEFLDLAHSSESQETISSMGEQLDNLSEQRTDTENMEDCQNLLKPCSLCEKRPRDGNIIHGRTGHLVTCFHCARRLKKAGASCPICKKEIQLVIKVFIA
Target sequence (Q00987 whole entry, looked up): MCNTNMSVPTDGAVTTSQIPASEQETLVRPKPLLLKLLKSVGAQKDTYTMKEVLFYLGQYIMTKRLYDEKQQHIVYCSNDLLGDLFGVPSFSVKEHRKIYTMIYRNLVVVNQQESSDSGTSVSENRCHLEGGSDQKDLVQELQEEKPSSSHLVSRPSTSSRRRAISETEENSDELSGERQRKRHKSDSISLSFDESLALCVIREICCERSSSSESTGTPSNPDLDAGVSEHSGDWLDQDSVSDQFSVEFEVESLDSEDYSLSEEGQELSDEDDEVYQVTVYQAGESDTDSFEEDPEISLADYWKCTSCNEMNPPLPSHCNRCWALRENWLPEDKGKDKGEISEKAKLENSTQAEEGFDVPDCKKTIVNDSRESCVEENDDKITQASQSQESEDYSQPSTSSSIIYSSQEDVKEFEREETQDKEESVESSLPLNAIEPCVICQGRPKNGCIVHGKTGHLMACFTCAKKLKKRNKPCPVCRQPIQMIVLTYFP
UPR CHOP act – activators of apoptotic CHOP UPR arm, primary screen, cell-based, CHO-CHOP luciferase reporter, luminescence, uHTS; UPR activation; percent of tunicamycin response over DMSO baseline; actives 0.34% (n = 330,000); activation, % at 10 µM; AID 449763, 2010;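 active means at 10 µM dose, activation of 40% or more, normalized to positive control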;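 further: 100% = tunicamycin at 10 µg/mL and 0% = DMSO alone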
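System: CHO CHOP reporter cells. Amount: 500 cells per well. Buffer or medium: F12 medium, 10% FBS. Compound dosing: one dose, 10 µM in 0.5% DMSO. Incubation: 6 h compound exposure at 37 °C after overnight seeding. Technique: Steady-Glo luciferase luminescence. Benchmarks: tunicamycin and DMSO controls.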
tim23-1 inh – growth inhibitors of tim23-1 mutant yeast, primary screen, luminescence, uHTS; actives 1.3% (n = 330,000); inhibition, % at 20 µM; AID 463212, 2010; S. cerevisiae tim23-1 growth, BacTiter-Glo luminescence, 24 h;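 active means growth inhibition of the mutant yeast at or above 50%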;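 further: temperature-sensitive mutant grown at 25 °C; plate controls were DMSO-treated mutant yeast for no effect and medium wells lacking yeast for full effect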
* = called active by the depositor.

Order of values – UPR XBP1 act | Jurkat NFkB inh | APJ agonist | APJ antagonist | 697 NFkB inh | Mdm2-MdmX inh | UPR CHOP act | tim23-1 inh
- O=C(CN1C(=O)/C(=C\c2ccccc2F)SC1=S)Nc1nc2ccccc2s1
    -1 | 11 | -3 | 10 | 7 | -22 | 2.2 | 22
- COc1ccc(CNC(=O)COC(=O)CCC(=O)c2cccs2)cc1
    -1 | 2 | 0 | -4 | 1 | -3 | -0.5 | 5
- COc1ccc(NC(=O)C2CCC2)cc1S(=O)(=O)N1CCOCC1
    -3 | -3 | -1 | 29 | 15 | -13 | 1.8 | -8
- COc1ccc(-c2c3c(nc4sc5c(=O)[nH]c(C)nc5c24)CCC3)cc1
    12 | 10 | -2 | 6 | -17 | 67* | 3.3 | 4
- O=C(NCCN1CCOCC1)C1CCC(=O)N1Cc1ccc(F)cc1 (stereo not drawn)
    -1 | -4 | -1 | 22 | 4 | 8 | 0.4 | 2
- O=C(NCc1ccco1)C1CC(=O)N(c2cccc(Cl)c2)C1 (stereo not drawn)
    5 | 2 | -2 | 5 | 4 | -1 | 1.1 | 9
- COc1cccc(NC(=O)CCSc2nnc3scc(-c4ccccc4)n23)c1
    1 | 3 | -2 | -2 | 17 | 27 | 1.9 | -4
- Cc1nc(SC(C)C(=O)c2c(N)n(C)c(=O)n(C)c2=O)c2c(C)c(C)sc2n1 (stereo not drawn)
    1 | 1 | -2 | 6 | -1 | 27 | 1.6 | 39
- CC(=O)Nc1ccc(OCC(O)Cn2ccnc2C)cc1 (stereo not drawn)
    3 | 11 | -1 | -6 | 7 | -18 | -2.1 | 7
- Cn1nc(-c2ccccc2)c(CSc2ccccc2)c1Cl
    2 | -14 | -5 | 10 | 14 | 14 | -1.4 | -4
- C/C(=N\Nc1ncc(Cl)cc1Cl)c1ccc(N2CCOCC2)cc1
    3 | -5 | 1 | 20 | -15 | 8 | 2.5 | 6
- CC(C)N(CCNC(=O)C1CCCN(c2ncnc3c2nc2n3CCCCC2)C1)Cc1ccccc1 (stereo not drawn)
    -1 | -1 | -5 | 5 | 1 | 11 | 0.3 | -2
- COc1cc(NC(=O)c2c(F)cccc2F)nc(OC)n1
    5 | -41 | -6 | 14 | -46 | -1 | 1.5 | 8
- Cc1nn(C)cc1C(C(=O)NC1CCCCC1)N(C(=O)Cn1nnc2ccccc21)c1ccc(F)cc1 (stereo not drawn)
    1 | -3 | 0 | 13 | 9 | 0 | -0.7 | 8
- ClCC1NCC(c2ccccc2Cl)c2c1[nH]c1ccccc21 (stereo not drawn)
    -3 | 12 | -2 | 4 | 6 | 18 | -0.9 | 32

Of the compounds above, these have an NH in an aromatic ring.
Order of values – UPR XBP1 act | Jurkat NFkB inh | APJ agonist | APJ antagonist | 697 NFkB inh | Mdm2-MdmX inh | UPR CHOP act | tim23-1 inh
- COc1ccc(-c2c3c(nc4sc5c(=O)[nH]c(C)nc5c24)CCC3)cc1
    12 | 10 | -2 | 6 | -17 | 67* | 3.3 | 4
- ClCC1NCC(c2ccccc2Cl)c2c1[nH]c1ccccc21 (stereo not drawn)
    -3 | 12 | -2 | 4 | 6 | 18 | -0.9 | 32

3 of the entries above in order of the UPR XBP1 act value, high to low.
| Molecule | UPR XBP1 act | Jurkat NFkB inh | APJ agonist | APJ antagonist | 697 NFkB inh | Mdm2-MdmX inh |
| --- | --- | --- | --- | --- | --- | --- |
| COc1ccc(-c2c3c(nc4sc5c(=O)[nH]c(C)nc5c24)CCC3)cc1 | 12 | 10 | -2 | 6 | -17 | 67* |
| COc1cccc(NC(=O)CCSc2nnc3scc(-c4ccccc4)n23)c1 | 1 | 3 | -2 | -2 | 17 | 27 |
| O=C(NCCN1CCOCC1)C1CCC(=O)N1Cc1ccc(F)cc1 (stereo not drawn) | -1 | -4 | -1 | 22 | 4 | 8 |

Carrying on.
Order of values – UPR XBP1 act | Jurkat NFkB inh | APJ agonist | APJ antagonist | 697 NFkB inh | Mdm2-MdmX inh | UPR CHOP act | tim23-1 inh
- COc1ccccc1OCC(=O)Nc1ccc(S(=O)(=O)Nc2onc(C)c2C)cc1
    -1 | 21 | -3 | -26 | 18 | 16 | 1.3 | 9
- c1cncc(-c2nc(-c3ccco3)cs2)c1
    5 | 5 | -6 | 47* | 17 | 15 | 2.6 | 27
- CC1(CCC#N)N=C(SCCC#N)N(c2ccccc2)C1=O (stereo not drawn)
    1 | -5 | -2 | -4 | -9 | -10 | -0.1 | -6
- CC1CCC2C(=O)N(c3ccc(C(=O)NCc4ccccc4)cc3)C(=O)C2C1 (stereo not drawn)
    -3 | 6 | 3 | 15 | -6 | 14 | -1.3 | 14
- O=C(NCCc1ccccc1)C(=O)NCC1OCCCN1S(=O)(=O)c1ccc(F)cc1 (stereo not drawn)
    -6 | 2 | 4 | 4 | 15 | 0 | 2.4 | 19
- CCOC(=O)c1cc2sccc2n1Cc1ccccc1
    0 | 0 | -6 | 11 | -2 | 34 | -0.9 | 0
- N=c1oc2ccccc2cc1C(=O)N/N=C/c1ccccc1
    -2 | -15 | 4 | -6 | -19 | 18 | 3.7 | 44
- O=C(Nc1nccs1)c1ccc(CSc2ccccc2)o1
    2 | -94 | 2 | 13 | -121 | -52 | 6.1 | 24
- Cc1[nH]nc2c1C(c1cccs1)C1=C(CC(C)(C)CC1=O)N2 (stereo not drawn)
    -3 | -5 | -3 | -6 | 3 | -8 | -2.0 | 2
- CC(C)(O)C(=O)NN(Cc1ccccc1)c1ccccc1
    -1 | -8 | -2 | 3 | 9 | -2 | -2.8 | 11
- CCN(CC)CCCNC(=S)N(Cc1cccnc1)Cc1cc2cc(C)cc(C)c2[nH]c1=O
    -2 | -3 | -5 | -3 | -22 | 9 | -2.3 | 7
- COc1ccc(Nc2nc(-c3sc(C)nc3C)cs2)c(OC)c1
    -3 | 47 | 1 | -1 | -58 | 65* | 5.5 | 42
- CCCn1c2c(c(O)c(C(=O)Nc3ccccc3)c1=O)CCCC2
    -4 | -1 | -2 | -7 | 9 | 21 | -0.7 | 6
- COc1ccc(Cl)cc1C(=O)NCCCN1CCOCC1
    -2 | -17 | -2 | -7 | -6 | -13 | 1.0 | 13
- O=C(Cn1cc2c(n1)CCCC2)Nc1cc(-c2cccc(Cl)c2)no1
    4 | -5 | -4 | -27 | -22 | -28 | 0.3 | 43

For convenience, part of the list above:
Order of values – UPR XBP1 act | Jurkat NFkB inh | APJ agonist | APJ antagonist | 697 NFkB inh | Mdm2-MdmX inh | UPR CHOP act | tim23-1 inh
- COc1ccccc1OCC(=O)Nc1ccc(S(=O)(=O)Nc2onc(C)c2C)cc1
    -1 | 21 | -3 | -26 | 18 | 16 | 1.3 | 9
- c1cncc(-c2nc(-c3ccco3)cs2)c1
    5 | 5 | -6 | 47* | 17 | 15 | 2.6 | 27
- CC1(CCC#N)N=C(SCCC#N)N(c2ccccc2)C1=O (stereo not drawn)
    1 | -5 | -2 | -4 | -9 | -10 | -0.1 | -6

The list goes on:
Order of values – UPR XBP1 act | Jurkat NFkB inh | APJ agonist | APJ antagonist | 697 NFkB inh | Mdm2-MdmX inh | UPR CHOP act | tim23-1 inh
- CCOC(=O)C1=C2N(C)c3ccccc3N2CCC1=O
    -3 | -1 | -1 | 21 | -5 | 28 | -0.5 | 12
- CCOc1ccc(C(=O)Nc2ccc(C(=O)N3CCOCC3)cc2)c(OCC)c1
    2 | 2 | 4 | 9 | -35 | -12 | 1.4 | 22
- O=C(CNC(=O)c1ccccc1)OCC(=O)c1c[nH]c2ccccc12
    0 | 5 | -5 | -10 | 3 | 38 | -1.0 | 5
- Cc1nc(CCN2C(=O)c3ccccc3C2=O)n[nH]1
    0 | -16 | -3 | 7 | -11 | 10 | -1.0 | 11
- COc1ccc(-c2cnc[nH]2)cc1
    0 | -6 | -1 | 6 | 15 | 11 | 2.5 | -8
- Cc1cc(NC(=O)c2ccccc2Cl)no1
    -3 | -35 | -1 | 11 | -27 | 9 | 3.4 | -1
- O=C(Cn1c(=O)oc2ccccc21)Nc1nc(-c2ccccc2)cs1
    0 | 1 | 4 | -3 | 5 | 13 | -0.2 | -4
- COc1cccc(NC(=O)C(=O)NCCCN2CCCC2=O)c1
    -1 | -27 | 9 | 1 | -19 | -35 | 3.3 | -9
- N#CCC(=O)Nc1ccc(C(=O)NNC(=O)CCN2CCN(c3ccccc3)CC2)cc1
    -2 | 9 | -4 | 4 | 0 | -10 | 0.8 | -11
- COc1cc2c(cc1OC)CN(Cc1ccc(OC)c(C)c1OC)CC2
    -2 | 11 | -2 | 13 | 11 | -8 | 0.1 | 8
- Cc1ccc(SCCC(=O)N2CCC(C(N)=O)CC2)cc1
    -1 | 0 | -6 | 6 | 14 | 0 | 1.0 | 2
- O=C(N/N=C\c1cn[nH]c1-c1ccc(Cl)cc1)c1cccs1
    0 | -6 | -1 | -20 | -7 | -1 | 3.1 | -23
- CC(Sc1nncn1-c1ccccc1)C(=O)Nc1cccc([N+](=O)[O-])c1 (stereo not drawn)
    0 | -8 | -1 | 9 | -29 | -24 | -0.5 | 11
- Cn1nc(C(=O)NCC(c2cccs2)N2CCOCC2)c2ccccc2c1=O (stereo not drawn)
    -1 | 1 | -2 | 6 | -20 | -2 | -0.7 | 14
- CC(=O)Nc1ccccc1C(=O)C(=O)Nc1ccccc1
    2 | -13 | -3 | -9 | -11 | 9 | 0.2 | 5

Pulled one by one from above (two):
Order of values – UPR XBP1 act | Jurkat NFkB inh | APJ agonist | APJ antagonist | 697 NFkB inh | Mdm2-MdmX inh | UPR CHOP act | tim23-1 inh
- O=C(N/N=C\c1cn[nH]c1-c1ccc(Cl)cc1)c1cccs1
    0 | -6 | -1 | -20 | -7 | -1 | 3.1 | -23
- O=C(CNC(=O)c1ccccc1)OCC(=O)c1c[nH]c2ccccc12
    0 | 5 | -5 | -10 | 3 | 38 | -1.0 | 5

New compounds follow:
Order of values – UPR XBP1 act | Jurkat NFkB inh | APJ agonist | APJ antagonist | 697 NFkB inh | Mdm2-MdmX inh | UPR CHOP act | tim23-1 inh
- O=C(COC(=O)c1cc([N+](=O)[O-])ccc1NCc1ccccc1Cl)NCC(F)(F)F
    -1 | -26 | -2 | 8 | -20 | 16 | 1.6 | 17
- CC(Oc1cccc(Cl)c1)C(=O)N(C)CC(=O)Nc1ccc(N2CCOCC2)cc1 (stereo not drawn)
    -4 | 17 | 1 | 13 | -27 | 23 | 1.0 | 7
- O=C(Nc1ccccc1Cl)C1CCN(S(=O)(=O)c2cccc3nonc23)CC1
    -1 | -1 | -3 | -20 | 1 | 15 | 0.7 | 22
- Cc1ncc(C[n+]2csc(CCOC(=O)C34CC5CC(CC(C5)C3)C4)c2C)c(N)n1
    0 | 9 | -4 | 2 | 3 | 4 | 0.3 | -14
- NC(=O)C[N+]1(CC#CC(O)(c2ccccc2)c2ccccc2)CCCC1
    1 | 3 | -4 | 5 | 3 | 22 | 0.7 | -7
- CCOC(=O)CN(c1cc([N+](=O)[O-])ccc1OC)S(C)(=O)=O
    -1 | 0 | -1 | 4 | 15 | -20 | -2.4 | 8
- Cc1ccc(NC(=O)c2ccc(CSc3nnc(C)s3)cc2)cc1
    -4 | -102 | -3 | 6 | -79 | -90 | 3.0 | -16
